# Screening results (PubChem BioAssay)
# S100A4 inh HTS: inhibitors of human S100A4 binding to myosin IIA peptide | P26447 | S100A4/TAMRA-MyoIIA peptide fluorescence polarization | inhibition, % at 10.7 µM | 360,000 compounds, 0.14% hits | AID 652163;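 active means mean inhibition of at least 70% across replicates, with every replicate also reaching that level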
# Target sequence (P26447 whole entry, looked up): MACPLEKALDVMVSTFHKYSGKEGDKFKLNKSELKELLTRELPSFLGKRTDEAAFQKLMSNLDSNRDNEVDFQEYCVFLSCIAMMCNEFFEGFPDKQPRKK
#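 Material: S100A4 monomer protein / Buffer or medium: 50 mM HEPES pH 7.2, 10 mM CaCl2, 100 mM KCl / Times: 5 min incubation before reading / Benchmarks: neutral control DMSO, positive control TFP / Reagent: labelled myosin peptide probe, 5 nM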
# EWS-Fli block: EWS/Fli transcriptional activity inhibition; A673 NR0B1-luciferase reporter, viability-normalised; inhibition, % at 12.6 µM; 350,000 compounds, 0.67% hits; AID 651661;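 active means mean inhibition of at least 50% after viability correction, with every replicate also passing that limit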;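 further: firefly luciferase signal divided by Alamar Blue viability fluorescence both relative to DMSO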
# FN deposition inh: fibronectin deposition inhibition | 350,000 compounds, 0.086% hits | AH1F fibroblasts, Alexa488-fibronectin deposition fluorescence, overnight | inhibition, % at 12.6 µM;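 active means mean inhibition across replicates of 30% or more, regardless of how many single replicates reach that level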;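 further: positive control wells lacked labelled fibronectin entirely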
#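 Material: AH1F fibroblast monolayer depositing Alexa488-labelled fibronectin into matrix / Amount: 10000 AH1F cells per well / Signal: fluorescence 485/525 nm / Medium: DMEM, 2% serum / Compound: single dose, pinned / Incubation: 1 h cell adhesion before compound, then overnight fibronectin incubation / Reagent: Alexa488-FN, 24 nM final / Read-out: inhibition of fibronectin deposition signal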
# esBAF inh: inhibitors of esBAF chromatin remodeling in mouse ES cells. Bmi1-luciferase knock-in reporter, 24 h; 100% = twice the neutral-well signal. reporter increase, % at 12.5 µM. 350,000 compounds, 2% hits. AID 602393; in the data active means activation above about 40%;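 further: 0% = median of the plate's neutral control wells and 100% = double that signal; a rise in the Bmi1 reporter signal indicates esBAF inhibition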
# E-selectin induc: E-selectin induction on HUVECs; AID 686992; HUVEC E-selectin immunofluorescence imaging; normalized: neutral wells 0, TNF-alpha wells 100; 260,000 compounds, 0.37% hits; P16581; activation, % at 7.58 µM;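 active means mean E-selectin-positive cell signal at least 10% of the positive control, reached in at least 60% of replicates, without over 20% cell loss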;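 further: in these data hits start at about 27%; measured in HUVEC primary endothelial cells; signal is the percent of cells scored E-selectin positive by PE staining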
#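 Assay system: HUVEC primary endothelial cells. Input: 3,000 HUVEC seeded per well. Doses: one compound dose added by pin transfer. Read-out basis: % PE-positive cells. Benchmarks: TNF-alpha high, DMSO low. Detection: immunofluorescence imaging. Buffer or medium: EGM-2, gelatin.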
# XiGFP reactiv: reactivates the inactive X chromosome in mouse fibroblasts. XiGFP mouse fibroblasts, % GFP-positive cells imaging, 3 d; cells co-treated with 5-aza-dC sensitizer; scaled so ellipticine positive control = 100%. activation, % at 7.58 µM. 360,000 compounds, 0.055% hits. AID 743238;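 active means mean normalized replicate activation at least 10% and every replicate at or above 10%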;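 further: 0% = median of on-plate neutral control wells and 100% = ellipticine 6 µM median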
#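 Assay system – SV40-immortalized XiGFP fibroblast cells, line 68-5-11 · Buffer or medium – DMEM supplemented with 5-aza-dC as sensitizing agent · Dosing – one concentration, pinned · Benchmarks – positive control ellipticine, 6 µM final · Times – 3 days compound exposure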
# RAD54 inh: RAD54 (human) branch migration inhibition | Q92698 | RAD54 Holliday junction branch migration, FAM/BHQ fluorescence | inhibition, % at 10.4 µM | 360,000 compounds, 0.14% hits | AID 602329;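 active means mean normalized replicate activity at least 40 and at least half of replicates scoring 40 or more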;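 further: 0% = median of neutral control wells and 100% = median of positive control wells; inhibitors cause a drop in the FAM fluorescence signal; in these data hits start at about 50%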
# RAD52 inh: blocks human RAD52 DNA annealing. P43351. recombinant RAD52 DNA annealing, FRET fluorescence. inhibition, % at 18.7 µM. 360,000 compounds, 0.46% hits;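 active means every replicate showing at least 50% inhibition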
# Target sequence (P43351 whole entry, looked up): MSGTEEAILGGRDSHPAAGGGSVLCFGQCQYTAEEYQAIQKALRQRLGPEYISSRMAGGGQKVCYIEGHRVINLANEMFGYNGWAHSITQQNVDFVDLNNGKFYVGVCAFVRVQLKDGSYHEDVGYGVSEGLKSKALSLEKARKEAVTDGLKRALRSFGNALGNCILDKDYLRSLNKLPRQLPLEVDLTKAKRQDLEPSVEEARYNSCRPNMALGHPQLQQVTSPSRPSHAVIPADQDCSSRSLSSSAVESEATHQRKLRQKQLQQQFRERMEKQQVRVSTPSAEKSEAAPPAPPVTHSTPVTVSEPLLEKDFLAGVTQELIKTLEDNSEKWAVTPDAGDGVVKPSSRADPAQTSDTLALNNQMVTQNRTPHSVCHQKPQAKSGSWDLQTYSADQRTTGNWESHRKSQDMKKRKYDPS
# * hit, by the source's call; · = no result given; & = joins results of further samples.
nr	structure	S100A4 inh HTS	EWS-Fli block	FN deposition inh	esBAF inh	E-selectin induc	XiGFP reactiv	RAD54 inh	RAD52 inh
1	COc1cc(-n2c(C)nc3cc(C(=O)NCC4CCCO4)ccc32)cc(OC)c1OC (stereo not given)	-4	·	-4	1	-0.2	-0.1	2	-4
2	CCc1nc2scc(-c3ccc(C)cc3)c2c(=O)n1N	-2	-18	3	·	·	0.3	·	-7
3	C[C@H](CO)N1C[C@H](C)[C@@H](CN(C)C(=O)Nc2ccccc2)Oc2c(NS(C)(=O)=O)cccc2C1=O	-8&-1	-6&0	5	0&0	-19	0.0	-1&-2	6&1
4	C[C@@H]1CN([C@H](C)CO)S(=O)(=O)c2ccc(C#Cc3ccccc3F)cc2O[C@@H]1CN(C)CC1CC1	-3	4	-5	-8	0.1	-0.5	-8	-4
5	CCC1CC(CSC(=N)N)OC1=O (stereo not given)	-2	4	-4	-2	2.7	0.0	4	-19
6	CN(C)S(=O)(=O)c1ccc(Cl)c(NC(=O)COC(=O)/C=C/c2ccc3ccccc3n2)c1	1	-5	-12	-4	·	-0.1	-7	-3
7	CCOC(=O)Cc1csc(NC(=O)CCN2C(=O)c3cccc([N+](=O)[O-])c3C2=O)n1	3	1	9	-1	·	0.0	4	1
8	Cc1noc(C)c1NC(=O)N(C)C[C@@H]1OCCCC[C@H](C)Oc2ccc(NS(=O)(=O)c3c(C)noc3C)cc2C(=O)N([C@H](C)CO)C[C@@H]1C	-5	-8	·	4	0.0	-1.0	2	-11
9	CCCc1cnc(N2CCN(C(=O)c3c(-c4ccccc4)noc3C)CC2)nc1	-22	4	3	·	0.0	0.1	·	-10
10	Cc1sc2ncn(CC(=O)Nc3c(F)cccc3F)c(=O)c2c1S(=O)(=O)N1CCC(C)CC1	2	-3	-6	·	·	0.2	·	-15
11	O=C(c1cccc(F)c1)N1CC(=O)N2[C@H](CO)[C@H](c3ccc(/C=C/c4ccccc4)cc3)[C@@H]2C1	1	9	-7	·	-0.2	0.1	·	3
12	COc1ccc(NC(=O)c2oc3ccccc3c2NC(=O)c2ccc(OC)c(OC)c2)c(OC)c1	-5	11	0	·	0.1	0.0	·	-9
13	CCC(CC)NC(=O)CO/N=C/c1ccccc1OC(F)F	·	·	5	3	·	-0.1	-1	·
14	COc1ccc2cc(C)c3nnc(SCC(=O)Nc4cc(OC)c(OC)cc4C(=O)O)n3c2c1	7	7	0	2	-0.7	-0.1	-7	-6
15	COc1cccc(CN2CC(C(=O)NCc3cccc(N4CCCC4)c3)CCC2=O)c1 (stereo not given)	-8	2	-6	3	0.4	0.0	1	-40
16	CC(=O)Nc1ccc(-c2nc(C)c(C(C)=O)n2O)cc1	-3	-2	·	-3	·	·	-2	-11
17	COC(=O)CCSc1cc(NCCOC(C)=O)c([N+](=O)[O-])c2nonc12	·	·	-4	-4	0.4	0.1	·	·
18	CO[C@@H]1CN(C)C(=O)c2ccc(NC(=O)Nc3ccc(Cl)cc3)cc2OC[C@H](C)NC[C@@H]1C	·	9	-4	-2	0.1	0.1	·	·
19	COc1ccc(S(=O)(=O)N2CCCc3ccccc32)cc1[N+](=O)[O-]	-4	43	4	6	1.9	0.0	-3	-9
20	COc1cccc(C#Cc2cnc3c(c2)C(=O)N([C@H](C)CO)C[C@@H](C)[C@H](CN(C)C(=O)C2CCOCC2)O3)c1	-22	3	·	-2	-0.4	-1.2	0	0

# Overlap with the part before: three compounds, followed by the next part.
nr	structure	S100A4 inh HTS	EWS-Fli block	FN deposition inh	esBAF inh	E-selectin induc	XiGFP reactiv	RAD54 inh	RAD52 inh
18	CO[C@@H]1CN(C)C(=O)c2ccc(NC(=O)Nc3ccc(Cl)cc3)cc2OC[C@H](C)NC[C@@H]1C	·	9	-4	-2	0.1	0.1	·	·
19	COc1ccc(S(=O)(=O)N2CCCc3ccccc32)cc1[N+](=O)[O-]	-4	43	4	6	1.9	0.0	-3	-9
20	COc1cccc(C#Cc2cnc3c(c2)C(=O)N([C@H](C)CO)C[C@@H](C)[C@H](CN(C)C(=O)C2CCOCC2)O3)c1	-22	3	·	-2	-0.4	-1.2	0	0
21	COc1ccccc1NC(=O)COc1ccc(Br)cc1CNC1CCCC1	0	3	1	·	0.6	0.1	·	-20
22	CC(C)NC(=O)N(C)C[C@@H]1Oc2ccc(NC(=O)NC3CCCCC3)cc2CC(=O)N([C@H](C)CO)C[C@H]1C	3	-4	·	-2	·	-0.3	5	-1
23	Cc1ccc(NC(=O)c2ccn(C)n2)c(Br)c1	0	-35	-4	·	·	0.2	-10	-10
24	O=C(N/N=C/c1ccccc1)C1CCCN1C(=O)c1cc([N+](=O)[O-])cc([N+](=O)[O-])c1 (stereo not given)	-3	·	·	3	5.6	0.0	10	-3
25	CC(C)Sc1n[nH]c(=O)n1-c1cccc(C(F)(F)F)c1	-2	6	-6	8	0.0	0.4	5	-20
26	CCOC(=O)C[C@H]1c2ccc(C(F)(F)F)cc2S(=O)(=O)N1c1cccc(OC)c1	-2	-7	14	6	-0.1	0.1	-2	-20
27	CC1CCC2(CC1)NC(=O)N(CC(=O)N1c3ccccc3CC1C)C2=O (stereo not given)	-1	-1	4	5	0.2	0.3	-4	-6
28	C[C@@H]1CN([C@@H](C)CO)C(=O)Cc2cc(N(C)C)ccc2O[C@@H]1CN(C)S(=O)(=O)c1cn(C)cn1	4	-6	-11	4	0.0	-0.3	1	1
29	O=C(C[C@H]1C=C[C@H](NC(=O)C2CCC2)[C@@H](CO)O1)Nc1nccs1	5	1	0	0	-0.1	-1.2	0	4
30	COCCN1Cc2cccc(C(=O)NCC3CCN(CC(C)C)C3)c2C1=O (stereo not given)	1	5	·	-5	·	0.2	·	-13
31	C=CCNc1nc(C(=O)OCC(=O)NCc2cccc(Cl)c2)cs1	-9	-6	-8	-4	·	0.1	-14	-29
32	CC(=O)Nc1ccc(S(=O)(=O)Nc2nnc(C)s2)cc1	-6	7	5	1	0.2	0.0	-7	3
33	CCn1c(=O)n(CC)c2cc(NS(=O)(=O)c3ccccc3)ccc21	-3	·	6	1	-0.2	0.0	9	10
34	Cc1ccc(-n2[nH]c(C)c(/C=N/Nc3ccc([N+](=O)[O-])cc3[N+](=O)[O-])c2=O)cc1	8	-14	-10	·	·	0.0	·	-5
35	O=S(=O)(Nc1cccc(-c2nc3cccnc3s2)c1)c1ccc2c(c1)CCCC2	-3	-6	2	2	0.5	0.0	-2	-21
36	O=C1O[C@@H](c2ccccc2)[C@@H](c2ccccc2)N2[C@@H](c3ccccc3OCCO)[C@]3(C(=O)Nc4ccc(C#CC5=CCCCC5)cc43)[C@@H](C(=O)N3CCCCCCC3)[C@H]12	9	-5	·	·	·	·	-1	-9
37	O=C1CN(S(=O)(=O)Cc2ccccc2)C[C@H]2[C@@H](c3ccc(C#Cc4cccc(F)c4)cc3)[C@@H](CO)N12	1	·	·	·	0.1	0.4	·	-14
38	COc1cccc(S(=O)(=O)Nc2ccc3c(c2)[C@@H]2C[C@H](CC(=O)NCCc4ccccc4)O[C@@H](CO)[C@@H]2O3)c1	8	7	·	4	-0.3	0.1	-6	15
39	COc1ccc(S(=O)(=O)N(C)C)cc1NC(=O)Cc1cccs1	-2	-1	-1	4	·	0.1	·	-2
40	CCN(CC)C(=O)C1CCCN(C(=O)c2cc(COc3ccc4ncccc4c3)on2)C1 (stereo not given)	3	5	12	1	·	0.0	-4	6
41	Cc1ccc(C(=O)N2CCCC(C(=O)c3cc(F)ccc3F)C2)s1 (stereo not given)	-2	-5	1	1	-0.5	0.1	·	-18
42	CCN(C[C@H]1N[C@@](CC)(C(=O)OC)[C@H]2C(=O)N(C)C(=O)[C@@H]12)S(=O)(=O)c1ccc(-c2ccccc2)cc1	2	5	-3	-4	·	-0.1	-13	-2
43	COc1ccc(Cn2nnnc2C(c2cc3cccc(C)c3[nH]c2=O)N2CCN(C)CC2)cc1 (stereo not given)	-3	5	1	·	3.0	-0.3	·	-20
44	CC1=NN(C(N)=S)C(=O)C1N=Nc1ccc(F)cc1 (stereo not given)	-20	-79	-3	68*	1.5	0.1	2	-12
45	O=C(OCc1nnc(-c2ccccc2)o1)c1cc2ccccc2cc1O	0	-14	-11	·	·	0.1	·	-11
46	O=C(C[C@@H]1C[C@H]2c3cc(NC(=O)NC4CCCC4)ccc3O[C@H]2[C@H](CO)O1)NCc1ccncc1	-9	-2	-9	-2	-0.2	0.0	16	-3
47	COc1ccccc1C#Cc1ccc([C@@H]2[C@@H](CO)N(C(=O)C3CCCC3)[C@H]2C#N)cc1	-13	-2	-3	·	-0.2	-0.1	·	-304
48	CSc1nnc2ccc(-c3cccs3)nn12	-3	6	3	-10	2.0	0.9	·	8
49	Cc1ccc(NC(=O)C2CCCN(S(=O)(=O)c3ccc4[nH]c(=O)ccc4c3)C2)c(C)c1 (stereo not given)	2	9	14	4	-0.2	0.2	8	-8
50	COCCNc1cnn(-c2ccccc2)c(=O)c1Cl	8	-14	-5	16	·	0.1	-11	-2
51	O=S(=O)(CC(CN1CCCCC1)N1CCCCC1)c1ccc2ccccc2c1 (stereo not given)	-43	6	1	·	-2.2	0.0	·	-59
52	N#C[C@@H]1[C@H](c2ccc(C#Cc3ccc(F)cc3)cc2)[C@@H](CO)N1C(=O)C1CCCC1	-1	29	-12	-52	-0.2	0.0	-1	-50
53	O=C(CSc1nc2ccccc2c(=O)n1-c1ccccc1)N/N=C/C=C/c1ccccc1[N+](=O)[O-]	-11	10	2	·	·	0.0	·	-24
54	Cc1c(C(=O)O)nn(-c2ccccc2)c(=O)c1C#N	9	6	-2	-1	18	0.0	3	-7
55	CC(C)CCNC(=O)COc1cccc2c1OC(C)(C)C2	-3	5	·	·	·	0.0	·	-14
56	COc1ccccc1S(=O)(=O)Cc1ccc(C(=O)NC2CCCCCC2)o1	-2	·	3	·	0.2	1.0	·	-14
57	COc1cc2c(cc1OC)C(Nn1cnnc1)=NC1(CCCC1)C2	-1	-1	2	·	-0.1	1.9	-3	-13
58	COC(=O)Cn1c(O)c(N=NC(=O)OC)c2ccccc21	-6	7	-2	-7	1.4	0.0	-8	-5
59	O=C(NC1CCCCC1)C1c2ccccc2OCC(=O)N1CCc1ccccc1 (stereo not given)	57	-3	-1	·	·	0.1	·	-9
60	CC(C)CCn1c(SCC(=O)NC2CCS(=O)(=O)C2)nc2cc(Cl)ccc2c1=O (stereo not given)	-10	10	2	1	-0.1	-0.1	-5	2
61	CCCCC(=O)Nc1ccc(C(=O)NN2C(=O)c3ccccc3C2=O)cc1	9	13	·	-10	·	·	11	-11
62	Cc1ccc(S(=O)(=O)N(C)C[C@@H]2OCCCC[C@H](C)Oc3ccc(NC(=O)CCC(F)(F)F)cc3C(=O)N([C@H](C)CO)C[C@H]2C)cc1	3	-6	-4	10	·	0.3	2	-14
63	Cc1ccc2nc(C(C)(C)C)c(Cc3cccc(F)c3)n2c1	-2	-83	0	4	6.4	0.2	-8	-15
